# Screens from PubChem.
# Tb PYK inh: blocks Trypanosoma brucei pyruvate kinase; Potency, µM (highest dose often 76.8 µM), for the others: at the highest dose activity, negative = inhibition, usual class: inhibitors; 410,000 compounds, 0.12% hits; TbPYK enzyme, Kinase-Glo Plus ATP luminescence, 45 min; Q57TT1; active = well fitted inhibition curve with a large enough effect; inconclusive = small, poorly fitted or top-dose-only effect; also: nearly all actives have a fitted effect of over 50% in size
#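 Luminescent Kinase-Glo Plus end-point after 45 min room-temperature reaction of T. brucei pyruvate kinase started with 130 uM ADP (final). Buffer TEA 50 mM pH 7.2 with KCl, MgCl2, BSA, Tween-20; titration-based qHTS with fitted concentration-effect curves.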
# Active calls of the source: *; ? = inconclusive; [ ] = remark or other dose. % is scaled to controls: 0 for no effect and ±100 for the full control effect; potency is read from the fitted curve at half-maximal effect.
SMILES	Tb PYK inh
CCc1nc2nc(C)cc(Nc3ccc(OC)cc3OC)n2n1	-2%
N#Cc1c(N)nc2c(c1-c1ccco1)CCCCC2	11%
Cc1cccc(C(=O)N2CCc3cc(CNC(=O)CCc4ccccc4)ccc32)c1	2%
Cc1ccc(/C(N)=N/OC(=O)N2c3ccccc3Sc3ccccc32)cc1	-6%
COc1cc2nc(SCc3ccc(F)cc3)n3nc(CCn4c(C)nc5ccccc54)nc3c2cc1OC	-2%
CCNc1ncc2ncc(=O)n(C[C@H]3CCCO3)c2n1	-8%
COc1ccc(OC)c(CN2C(=O)c3ccccc3C2c2nnnn2C2CCCC2)c1 (stereo not drawn)	-2%
COc1cc(Cn2c3ccc(NC(=O)CC(C)(C)C)cc3c(=O)n2C)ccc1F	-11%
O=c1ccn([C@@H]2O[C@H](CNCC3=Cc4cc(O)ccc4OC3)[C@@H](O)[C@H]2O)c(=O)[nH]1	5%
CC(=O)Nc1ncc(Sc2ccc([N+](=O)[O-])cc2)s1	9%
O=C(NCCCCc1ccccc1)c1cccc(NC(=O)C2CC2)c1	-18%
CC12CCC3C(C1)C(C(=O)O2)C(=O)OC3(C)C (stereo not drawn)	4%
CN(Cc1ccccc1)C(=O)c1ccc(NC(=O)Cc2ccc(NC(=O)C3CCN(C(=O)C4CCCC4)CC3)cc2)cc1	-2%
CCOc1ccc(CCNC(=O)Cn2c(-c3cccs3)cc3ccccc32)cc1OCC	-3%
Cc1ccccc1C(=O)c1ccccc1C(=O)c1ccccc1	-6%
Cc1c(-c2nc(-c3ccc4c(c3)OCO4)no2)nnn1-c1cccc(C(F)(F)F)c1	-5%
O=C(O)CC1Cc2ccccc2C1C(=O)O (stereo not drawn)	4%
CC(=O)N1CCN(C(=O)CCCNC(=O)c2ccc(Cl)cc2)CC1	2%
COc1cc2c(cc1OC)C(c1ccc(Br)cc1)NCC2 (stereo not drawn)	4%
Cc1nc(C(=O)N2CCC(C)(C(=O)NS(=O)(=O)C3CC3)C2)c(C)o1 (stereo not drawn)	-4%
Cc1cccc2cc(CN(Cc3nnnn3C3CCCC3)C3CCCCC3)c(=O)[nH]c12	2%
COc1cccc(N2CCN(S(=O)(=O)c3ccc4[nH]c5c(c4c3)CCCC5)CC2)c1	4%
Cc1cccc(S(=O)(=O)NC(=O)C2(C)CCN2C(=O)Cc2ccc(C(C)(C)C)cc2)c1 (stereo not drawn)	-8%
N#CCOc1ccccc1CNC[C@H]1O[C@@H](n2cnc(C(N)=O)n2)[C@H](O)[C@@H]1O	2%
CCc1ccccc1Nc1ncnc2c1cnn2-c1ccc(Cl)cc1	1%
c1cc2[nH]c3ccncc3c2cn1	0%
COc1ccc(C(=O)NN/C=C/C(=O)c2ccc(Br)cc2)cc1	-4%
O=C1CCCC2=C1C1(CCCC1)N=C(Nc1nc3cc(-c4ccccc4)ccc3o1)N2	-6%
CCCS(=O)(=O)NC(=O)C1(C)CCCN(C(=O)c2nc3ccccc3s2)C1 (stereo not drawn)	0%
COc1ccc2c(Sc3ccccc3)c(C(=O)NCCCN3CCCCC3)[nH]c2c1	0%
CC(C)n1c(=O)c2ccccc2n1S(C)(=O)=O	6%
O=C(NCc1ccc2c(c1)CCN2C(=O)c1ccc(F)cc1)c1ccco1	0%
Cc1cc(C)c(NC(=O)c2cc(S(=O)(=O)N3CCN(c4ccccc4F)CC3)ccc2F)c(C)c1	1%
CCn1c2ccccc2nc2cc3c(cc21)c(Cl)c(=O)c1ccccc13	0%
CC(=O)c1ccc(NC(=O)CSc2cn(CC(=O)N(C(C)C)C(C)C)c3ccccc23)cc1	-5%
Cc1nc2c(C(=O)NCCC(C)C)cnn2c(C)c1Cc1c(F)cccc1Cl	2%
O=C(CC[C@H]1O[C@@H](n2cnc3c(NC(=O)c4ccccc4)ncnc32)[C@H](O)[C@@H]1O)NCC(F)(F)F	6%
CCCCCCn1c(CN2CCN(C(=O)OCC)CC2)nc2c1c(=O)n(C)c(=O)n2C	-13%
COC(=O)c1ccccc1NC(=O)c1nc(SCc2ccccc2C)ncc1Cl	5%
Cc1ccc(C)c(N(CC(=O)N2CCc3ccccc3C2)S(C)(=O)=O)c1	4%

# Gathered by group: the compounds so far containing fluorine.
SMILES	Tb PYK inh
COc1cc2nc(SCc3ccc(F)cc3)n3nc(CCn4c(C)nc5ccccc54)nc3c2cc1OC	-2%
COc1cc(Cn2c3ccc(NC(=O)CC(C)(C)C)cc3c(=O)n2C)ccc1F	-11%
Cc1c(-c2nc(-c3ccc4c(c3)OCO4)no2)nnn1-c1cccc(C(F)(F)F)c1	-5%
O=C(NCc1ccc2c(c1)CCN2C(=O)c1ccc(F)cc1)c1ccco1	0%
Cc1cc(C)c(NC(=O)c2cc(S(=O)(=O)N3CCN(c4ccccc4F)CC3)ccc2F)c(C)c1	1%
Cc1nc2c(C(=O)NCCC(C)C)cnn2c(C)c1Cc1c(F)cccc1Cl	2%
O=C(CC[C@H]1O[C@@H](n2cnc3c(NC(=O)c4ccccc4)ncnc32)[C@H](O)[C@@H]1O)NCC(F)(F)F	6%

# Next section:
SMILES	Tb PYK inh
NC(=O)C1C(=O)c2ccccc2C1(C[N+](=O)[O-])c1ccccc1 (stereo not drawn)	3%
O=C(NCc1ccccc1F)C(=O)NCC(c1ccco1)S(=O)(=O)c1ccccc1 (stereo not drawn)	-2%
Cc1ccc(-c2nc(C)c(CCNC(=O)c3cccs3)s2)cc1	4%
Cn1ccc2c(N3CCCCCC3)cc3c(c21)C1CCC3O1 (stereo not drawn)	-11%
COc1cc(-c2nnc(SCC(=O)Nc3cccc(C#N)c3)o2)cc(OC)c1OC	0%
COc1ccc(C2NC(=O)N(C)C3=C2C(=O)N(c2ccc(F)cc2)C3)cc1 (stereo not drawn)	8%
CC(C)CNC(=O)C1(C)CCCN1C(=O)c1cccnc1Oc1ccccc1 (stereo not drawn)	2%
Cc1nn(C)c2c1c(-c1ccccc1)cc(=O)n2C(C)C(=O)NCc1ccc(F)cc1 (stereo not drawn)	3%
O=C(CSc1nc2ccsc2c(=O)n1Cc1ccccc1F)NCc1ccccc1Cl	-3%
O=c1[nH]c(=S)[nH]c2c1[C@H](CCc1cccc(Cl)c1)O[C@H](C1CC1)C2	-13%
O=C(Nc1ccc(OCCO)cc1)c1csc([C@@H]2C[C@H](O)[C@@H](CO)O2)n1	1%
COc1cc2c(CCNC(C)=O)c[nH]c2cc1O	0%
O=C(O)C[C@H]1c2cc(C(F)(F)F)ccc2S(=O)(=O)N1C1CCN(Cc2ccccc2)CC1	-3%
N#Cc1ccc(CCc2ccccc2)[nH]c1=O	-1%
CC(=O)Nc1ccc(S(=O)(=O)NCC2CCCO2)cc1 (stereo not drawn)	2%
O=C(Nc1ccccc1C(=O)OCc1cc(=O)n2c3c(sc2n1)CCCC3)c1ccccc1	4%
CCC(c1nnnn1-c1ccc2c(c1)OCCO2)N1CCN(Cc2c(F)cccc2Cl)CC1 (stereo not drawn)	1%
Cc1cc(C)c(CN2CCN(CCCn3cnc(C(=O)Nc4ccc(C)c(C)c4)n3)CC2)c(C)c1	-2%
Cc1cccc(CCn2c(=O)c3ccccc3n(CC(=O)Nc3ccccc3F)c2=O)c1	3%
CCOc1ccc(N2C(=O)c3n[nH]c(-c4cccs4)c3C2c2cccc(F)c2)cc1 (stereo not drawn)	0%
O=C(NCCc1csc2nc(-c3ccccc3F)nn12)C(=O)Nc1cc(F)ccc1F	0%
Cc1ccc(Cn2c(C(=O)O)c(CNCc3ccc(OC(C)C)cc3)c3ccc(C)cc32)cc1	0%
CCOC(=O)CC(NC(=O)Cn1nnc(-c2ccc(C(F)(F)F)cc2)n1)c1ccccc1Cl (stereo not drawn)	4%
CCCCC(=O)N(C)c1c(CC)nc2c(OCC3CCCCC3)cccn12	-3%
CCOC(=O)c1c(NC(=O)CSc2cn(CCNC(=O)c3ccc(OC)cc3)c3ccccc23)sc2c1CCC2	-8%
O=C(Cn1c(=O)nc(-c2ccccc2)c2ccccc21)NCCCc1ccccc1	0%
Cc1ccccc1C(=O)Nc1ccc(NC(=O)c2cccs2)cc1	13%
O=C1C(=Cc2ccco2)CCC1=Cc1ccco1	?
CCCCCCCCN1C(=O)[C@H](CC(=O)NCc2cccc3ccccc23)C[C@@]2(C(=O)OC)CCCCC=C12	-8%
CC(C)(C)OC(=O)NCc1ccc(CNC(=O)c2[nH]cnc2C(=O)Nc2ccccc2F)cc1	0%
Cc1ccc(S(=O)(=O)NCC2CCC(C(=O)NCCc3ccccc3)CC2)cc1 (stereo not drawn)	2%[15.4 µM]
CC(C)c1ccc(CNC(=O)c2ccc(N3CCCC3)c(NC(=O)NCc3ccc(F)cc3)c2)cc1	-9%
CC(=O)Nc1ccc(C(C)=NNC(=O)C2CCCC2)cc1	7%
O=C(NC1CCCCCC1)C1c2ccccc2C(=O)N1Cc1ccccc1Cl (stereo not drawn)	-1%
COc1cc(NC(=O)CC2C(=O)OCCN2Cc2ccccc2)cc(OC)c1 (stereo not drawn)	0%
CCOc1ccc(NC(=O)CCc2c(C)nc3nc(C)nn3c2C)cc1	-8%
CCn1nnc2cc(C(=O)Nc3cccc(Cl)c3)ccc21	2%
O=C(c1ccc2c(c1)N(Cc1ccc(Cl)cc1)C(=O)c1ccccc1S2(=O)=O)N1CCCC1	-8%
Cc1ccnc(Nc2cccnc2)n1	2%
Cc1ccc(C)c(NC(=O)Cn2c(=O)n(Cc3cccs3)c(=O)c3cccnc32)c1	-5%
CN(C(=O)c1cccc(NC(=O)Cc2ccc(NC(=O)C3CCN(C(=O)C4CCCC4)CC3)cc2)c1)C1CCCCC1	3%
NNC(=O)C1C(O)CCC2CN3CCc4c([nH]c5ccccc45)C3CC21 (stereo not drawn)	-10%
CNC(=O)c1ccc(Nc2nnc(-c3ccc(C)c(S(=O)(=O)N4CCCCC4)c3)c3ccccc23)cc1	-1%
Cn1ccc2c(-c3ccc(C(F)(F)F)cc3)cc3c(c21)C1CCC3C1 (stereo not drawn)	-3%
COc1ccccc1N1CCN(C(=O)c2cc(S(=O)(=O)N3CCC(C)CC3)cn2C)CC1	3%
Cc1cccc(NC(=O)Nc2nnc([C@H]3C[C@H](O)[C@@H](CO)O3)s2)c1	-2%
O=C(CCCc1nc(-c2ccc(Cl)cc2)no1)NCc1ccco1	-1%
Cc1ccc(NC(=O)CSc2nnc(-c3cc4occc4n3C)n2-c2ccccc2C)cc1F	3%
Cc1ccc(NC(=O)Cn2nc(-c3ccc(F)cc3)c3cnc4ccc(C)cc4c32)cc1	1%
CCOC(=O)c1cccc(NC(=O)CC(c2cc(OC)c(OC)c(OC)c2)N2Cc3ccccc3C2=O)c1 (stereo not drawn)	-3%
CCc1nn2c(=O)cc(COC(=O)c3ccccc3NC(=O)c3cccs3)nc2s1	-6%
CN(Cc1ccccc1)C(=O)CCN1C(=O)c2cccc([N+](=O)[O-])c2C1=O	-2%
COC(=O)c1ccccc1NC(=O)CCCOc1cc(=O)n(C)c2ccccc12	2%
CC(=O)c1cccc(-n2c(=O)c3c4c(sc3n(CC(=O)c3ccc(Cl)cc3)c2=O)CN(C(C)=O)CC4)c1	6%
COC(=O)c1cccc(Nc2c(-c3ccc(SC)cc3)nc3nc[nH]n23)c1	1%
Cc1c(N)nc([C@@H](CC(N)=O)NC[C@H](N)C(N)=O)nc1C(=O)N[C@H](C(=O)N[C@@H](C)[C@@H](O)[C@@H](C)C(=O)N[C@H](C(=O)NCCc1nc(-c2nc(C(=O)NCCCN[C@H](C)c3ccccc3)cs2)cs1)[C@H](C)O)[C@@H](O[C@H]1O[C@@H](CO)[C@H](O)[C@@H](O)[C@H]1O[C@H]1O[C@@H](CO)[C@@H](O)[C@H](OC(N)=O)[C@H]1O)c1cnc[nH]1	-1%
COCCCNC(=O)Cn1c(=O)n(-c2ccccc2)c(=O)c2c1c1cc(OC)ccc1n2C	-1%
CCOC(=O)Cn1c(=O)c(-c2ccccc2NCc2ccccc2)nc2ccccc21	5%
COC(=O)c1ccc(NC(=O)Cn2ccn3nc(-c4ccc(OC)cc4)cc3c2=O)cc1	2%
CCc1ccc(C2c3c(oc4ccc(C)cc4c3=O)C(=O)N2c2nc(C)c(C)s2)cc1 (stereo not drawn)	-6%

# New compounds follow.
SMILES	Tb PYK inh
O=C(NCc1ccc(F)cc1)c1ccc(CSc2nc3ccncc3n2Cc2ccc(F)cc2)cc1	2%
CC(=O)N1Cc2cc(C(=O)NCC(F)(F)F)nc(-c3cccc(-c4cccnc4)c3)c2[C@H]1CCO	2%
Cc1cc(CNC[C@H]2O[C@@H](n3ccc(N)nc3=O)[C@H](O)[C@@H]2O)no1	2%
COc1ccc(-c2cnc3c(NC=O)cc(-c4cccc(NS(C)(=O)=O)c4)cn23)cc1OC	-4%
CCOC(=O)[C@]12CCC=C1N(Cc1ccc(Cl)cc1Cl)C(=O)[C@H](CC(=O)NCCCN1CCCC1=O)C2	0%
Cc1ccc(NC(=O)c2ncn(CCCN3CCN(Cc4cccc5ccccc45)CC3)n2)cc1C	5%
CCOc1ccc(CC(=O)NC2CC(=O)N(c3ccc4c(c3)OCCO4)C2)cc1 (stereo not drawn)	-2%
COCc1cc(C)nc2sc(C(=O)Nc3ccc(C(C)=O)cc3)c(N)c12	-5%
CCCCCCOc1ccc(/C=C/C(=O)Nc2sc3c(c2C(=O)OC)CCC3)cc1OC	6%
O=C1C=C(O)c2[nH]c(=O)ccc2C1=O	-17%

# An excerpt (hit frequency here may not be typical).
